Hsp70 displacement = small molecules displacing fluorescent ligand from Hsp70 – biochemical, fluorescence polarization, primary screen (AID 583). Hsp70 fluorescence polarization probe displacement, mP; higher % means a stronger effect. displacement, % at 20 µM; hits with a dose series show IC50 in µM. 140,000 tested, 0.06% active; in the data active means displacement above about 50%;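 further: plate controls were vehicle for no effect and reference ligand for full effect; a part of the inactive calls stands beside numbers as strong as those of hits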
MKP-3 inhibition = MKP-3 phosphatase inhibitors, primary screen, biochemical, rat enzyme, in vitro (AID 425); recombinant MKP-3 phosphatase activity, fluorescence; higher % means a stronger effect; one-dose inhibition, % at 20 µM; IC50 in µM for titrated hits; 110,000 tested, 0.17% active; in the data active means inhibition above about 50%;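 further: plate controls were vehicle for no effect and reference inhibitor for full effect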
Active calls of the source: *; & = joins results of further samples. A portion of the library; count on the stated rates, not on these rows.

For CC(Cn1cnc2ccccc21)C(=O)O (centres undefined) the results were Hsp70 displacement -0.5%.
COc1ccc(NC(=O)CCCN2C(=O)c3cccc4cccc(c34)C2=O)cc1 was read as Hsp70 displacement 1.2% and MKP-3 inhibition 5%.
`Cc1ccc(/C=C/C(=O)Nc2cccc3ncccc23)o1` gave Hsp70 displacement 7.5% and MKP-3 inhibition 4%.
Screening COc1cc(NS(=O)(=O)c2ccc(C)cc2C)cc(OC)c1OC returned Hsp70 displacement -1.5% and MKP-3 inhibition -7%.
O=S(=O)(c1ccc2ccccc2c1)N1CCC(Cc2ccccc2)CC1 was read as Hsp70 displacement -5.2% and MKP-3 inhibition 6%.
`O=C(CN1CCOCC1)Nc1ccc(NC(=O)CN2CCOCC2)c(Cl)c1` gave Hsp70 displacement -1.8% and MKP-3 inhibition -3%.
`Cc1ccc(/C(=C\CN2CCCC2)c2ccccn2)cc1` gave Hsp70 displacement -2.3% and MKP-3 inhibition 1%.
For CSc1nnc2n(-c3ccc(C)cc3)c(=O)c3c4c(sc3n12)CCCC4 the results were Hsp70 displacement -3.1% and MKP-3 inhibition 1%.
`C(=C\CSc1ncn[nH]1)/CSc1ncn[nH]1` gave Hsp70 displacement -0.1% and MKP-3 inhibition -15%.
Screening CN(c1ccc(C(=O)NCc2ccc3c(c2)OCO3)cc1)S(C)(=O)=O returned Hsp70 displacement -1.5% and MKP-3 inhibition -12%.
For O=C(Nc1cc(C(F)(F)F)cc(C(F)(F)F)c1)c1cccc([N+](=O)[O-])c1 the results were Hsp70 displacement -2.8% and MKP-3 inhibition 4%.
Screening Nc1nnc(COc2ccc(Cl)cc2)s1 returned Hsp70 displacement -2.8% and MKP-3 inhibition 0%.
`O=C(CSC1=NCCS1)N1CCc2ccccc21` gave Hsp70 displacement 8.5% and MKP-3 inhibition -6%.
O=C(CC1Nc2ccccc2NC1=O)NCc1cccnc1 (centres undefined) was read as Hsp70 displacement -1.9% and MKP-3 inhibition -6%.
Screening COc1cc2[nH]c(=S)nc(NCC3CCCO3)c2cc1OC (centres undefined) returned Hsp70 displacement 7.2% and MKP-3 inhibition -6%.
Screening CSc1nnc(-c2ccccc2Cl)n1N returned Hsp70 displacement -1.6% and MKP-3 inhibition 2%.
`Nc1nnc(SCC(=O)NCc2ccc3c(c2)OCO3)s1` gave MKP-3 inhibition -18%.
CCOC(=O)CSc1nnc(-c2ccco2)n1-c1ccc(C)cc1 was read as Hsp70 displacement 1.1% and MKP-3 inhibition 4%.
CCS(=O)(=O)N1CCCC(C(=O)NCCN2CCC(Cc3ccccc3)CC2)C1 (centres undefined) was read as Hsp70 displacement 4.8% and MKP-3 inhibition 7%.
Screening Cc1ccc(S(=O)(=O)N2CCN(C(=O)CSc3nnc(-c4ccco4)o3)CC2)cc1 returned Hsp70 displacement 4.4% and MKP-3 inhibition 2%.
Screening O=S(=O)(c1ccc2oc3ccccc3c2c1)N1CCCC1 returned Hsp70 displacement -1.5%.
For COc1ccc(CC(CC(=O)O)C(=O)Nc2ccccc2)cc1 (centres undefined) the results were Hsp70 displacement 9.8% and MKP-3 inhibition 0%.
For CCNc1nc(NC(C)(C)C)nc(N(C#N)CC)n1 the results were MKP-3 inhibition -4%.
O=C(OCc1nnc(-c2ccccc2)o1)c1ccc2c(c1)OCO2 was read as Hsp70 displacement 5.9% and MKP-3 inhibition 0%.
COc1ccc(/C=N/n2cnnc2)cc1COc1ccccn1 was read as Hsp70 displacement -3.1%&-1.4% and MKP-3 inhibition -4%&0%.
`O=C(NCc1ccncc1)Nc1ccc(F)cc1` gave Hsp70 displacement -4.4% and MKP-3 inhibition -3%.
For Cc1ccccc1NS(=O)(=O)c1ccc2[nH]cc(C(=O)NCCCN3CCOCC3)c(=O)c2c1 the results were Hsp70 displacement -1.1% and MKP-3 inhibition 0%.
For O=C(Nc1cccnc1)c1ccccc1Oc1ccccc1 the results were Hsp70 displacement -0.3%&0.5% and MKP-3 inhibition 5%&3%.
For CC(C)CCNC(=O)C1CCN(c2nc3ccccc3o2)CC1 the results were Hsp70 displacement -2.0% and MKP-3 inhibition -3%.
`COCCNC(=O)c1c(N)n(/N=C/c2cccs2)c2nc3ccccc3nc12` gave Hsp70 displacement 4.4% and MKP-3 inhibition 7%.
`COc1ccc(O)c(-c2c(-c3ccc(Cl)cc3)n[nH]c2C)c1` gave Hsp70 displacement 1.1%&-1.8% and MKP-3 inhibition -7%&1%.
O=C(Nc1ccccc1Oc1ccccc1)c1cc2cc([N+](=O)[O-])ccc2oc1=O was read as Hsp70 displacement 0.7% and MKP-3 inhibition -2%.
`Cc1ccc(S(=O)(=O)c2c(COC(=O)c3ccccc3Cl)c(-c3ccccc3)nn2C)cc1` gave Hsp70 displacement -1.7%.
CCOC(=O)C(CCC(=O)CC(C)C)C(=O)OCC was read as Hsp70 displacement -0.2% and MKP-3 inhibition 1%.
For COc1ccc(Cl)cc1NC(=O)c1cnc2n(c1=O)CCS2 the results were Hsp70 displacement 1.3% and MKP-3 inhibition 3%.
Screening CCOc1ccc2cc(C#N)c(SCC(=O)N3CCCC3)nc2c1 returned Hsp70 displacement 7.1% and MKP-3 inhibition -3%.
CCOC(=O)N1CCN(C(=O)/C(=C\c2cccs2)NC(=O)c2cccs2)CC1 was read as Hsp70 displacement -2.7% and MKP-3 inhibition 0%.
For Cc1nnc(N/N=C/c2ccc(O)cc2)[nH]c1=O the results were Hsp70 displacement -2.0% and MKP-3 inhibition 0%.
CCOC(=O)C(=CNc1cc(Cl)ccc1Cl)C(=O)OCC was read as Hsp70 displacement 3.2% and MKP-3 inhibition 2%.
Clc1ccc2c(c1)c1ccccc1n2CN1CCOCC1 was read as Hsp70 displacement -1.5% and MKP-3 inhibition -18%.
`Cc1ccc2c(c1)NC(c1ccc3c(c1)OCO3)C1=C(CC(c3ccccc3)CC1=O)N2` (centres undefined) gave Hsp70 displacement -5.4% and MKP-3 inhibition 6%.
For C=CCNC(=O)CNS(=O)(=O)c1ccc(F)cc1 the results were Hsp70 displacement 0.4% and MKP-3 inhibition 1%.
For O=C(O)CSc1ccccc1C(=O)O the results were Hsp70 displacement 1.2%.
Cc1ccc(C(=O)OCc2cc3ccccc3[nH]c2=O)cc1 was read as Hsp70 displacement -6.6% and MKP-3 inhibition -7%.
`CCN(Cc1ccccc1)C(=O)c1ccc(CNS(=O)(=O)c2ccc(C)cc2)cc1` gave Hsp70 displacement 4.6%.
For N#Cc1c(N)nc(SC2CCCCC2=O)c(C#N)c1-c1ccco1 (centres undefined) the results were Hsp70 displacement -5.3% and MKP-3 inhibition 2%.
Cc1[nH]n(-c2ccc(Br)cc2)c(=O)c1C=Nc1ccc(S(=O)(=O)Nc2nccs2)cc1 was read as Hsp70 displacement 0.1% and MKP-3 inhibition 1%.
Screening COc1ccc(CN(C#N)c2nc(SC)nc(N(C)C)n2)cc1 returned Hsp70 displacement -2.7% and MKP-3 inhibition -3%.
Screening Cc1ccc(NC(NC=O)C(Cl)(Cl)Cl)c(C)c1 (centres undefined) returned Hsp70 displacement 1.1% and MKP-3 inhibition 0%.
Cc1n[nH]c(=S)n(/N=C/c2ccccn2)c1=O was read as Hsp70 displacement 3.5%&-1.7% and MKP-3 inhibition -5%&3%.
For CCOC(=O)N1CCC(N2Cc3cccc(C(=O)N4CCN(C5CCCCC5)CC4)c3C2=O)CC1 the results were Hsp70 displacement 0.7% and MKP-3 inhibition -2%.
Screening CC(=O)c1ccc(N2CCN(S(=O)(=O)c3ccccc3)CC2)c(F)c1 returned Hsp70 displacement -2.6% and MKP-3 inhibition -7%.
COc1ccc(N(C(=O)Cn2nnc3ccccc32)C(C(=O)NCc2ccco2)c2ccc(C)o2)cc1 (centres undefined) was read as Hsp70 displacement 2.4% and MKP-3 inhibition 1%.
`COc1ccccc1NC(=O)N1CCC(c2nnc(SCC(N)=O)n2C)CC1` gave Hsp70 displacement 4.4%.
Screening CSc1nc2ccccc2n1CC(=O)Nc1c(C)n(C)n(-c2ccccc2)c1=O returned Hsp70 displacement -1.5% and MKP-3 inhibition 3%.
CCN1C(=O)N(c2cccc3ccccc23)C(C)=CC1(C)C was read as Hsp70 displacement 1.5%.
Screening O=C1CC(N2CCN(c3ccc(F)cc3)CC2)C(=O)N1c1cc(Cl)cc(Cl)c1 (centres undefined) returned Hsp70 displacement 2.5% and MKP-3 inhibition 0%.
For Cc1ccc(-c2nnn(CCC(=O)NC(C)(C)C)n2)cc1 the results were Hsp70 displacement 3.8%.
For O=C(NC1CCCC1)C1CCCN(S(=O)(=O)c2ccc(-n3cnnn3)cc2)C1 (centres undefined) the results were Hsp70 displacement 6.7% and MKP-3 inhibition -2%.
Screening CC1(C)CC(=O)C2=C(C1)Nc1cc3c(cc1C2c1ccc(F)cc1)OCO3 (centres undefined) returned Hsp70 displacement 3.9%.

Quoted at random: seven records from the list.
For Cc1ccc(-c2nnn(CCC(=O)NC(C)(C)C)n2)cc1 the results were Hsp70 displacement 3.8%.
For CCOC(=O)N1CCC(N2Cc3cccc(C(=O)N4CCN(C5CCCCC5)CC4)c3C2=O)CC1 the results were Hsp70 displacement 0.7% and MKP-3 inhibition -2%.
Screening CC1(C)CC(=O)C2=C(C1)Nc1cc3c(cc1C2c1ccc(F)cc1)OCO3 (centres undefined) returned Hsp70 displacement 3.9%.
Cc1n[nH]c(=S)n(/N=C/c2ccccn2)c1=O was read as Hsp70 displacement 3.5%&-1.7% and MKP-3 inhibition -5%&3%.
Screening CC(=O)c1ccc(N2CCN(S(=O)(=O)c3ccccc3)CC2)c(F)c1 returned Hsp70 displacement -2.6% and MKP-3 inhibition -7%.
`COc1ccccc1NC(=O)N1CCC(c2nnc(SCC(N)=O)n2C)CC1` gave Hsp70 displacement 4.4%.
Screening Cc1ccc(NC(NC=O)C(Cl)(Cl)Cl)c(C)c1 (centres undefined) returned Hsp70 displacement 1.1% and MKP-3 inhibition 0%.

The listing continues:
CCN(C(=O)c1ccccc1Cl)c1ccccc1 was read as Hsp70 displacement 3.6%&1.0% and MKP-3 inhibition -3%&0%.
Screening COc1ccc(OC)c(NC(=O)c2sc3ccccc3c2Cl)c1 returned Hsp70 displacement 0.9% and MKP-3 inhibition 1%.
For COc1ccc2c(c1OC)C(=O)OC2Nc1cccc(C)n1 (centres undefined) the results were Hsp70 displacement 3.9% and MKP-3 inhibition 1%.
Screening N#C/C(=C\c1ccc(F)cc1)c1nn(CCO)c(N)c1C#N returned Hsp70 displacement 1.7% and MKP-3 inhibition 1%.
`O=C(Nc1ccccc1Cl)c1cncc(Br)c1` gave Hsp70 displacement 1.3% and MKP-3 inhibition -2%.
`COc1ccc(-n2c(O)c(/C=N/n3cnnc3)c3ccccc3c2=O)cc1` gave Hsp70 displacement 11% and MKP-3 inhibition -3%.
For Cc1ccc(CN2C(=O)CCC2C(=O)NC2CC2)cc1 (centres undefined) the results were Hsp70 displacement -7.1% and MKP-3 inhibition -3%.
CCOC(=O)/C=C1\SCC(=O)N1Cc1ccc(Br)cc1 was read as Hsp70 displacement -4.2% and MKP-3 inhibition 1%.
For c1ccc(CNCCN2CCNCC2)nc1 the results were Hsp70 displacement -2.8% and MKP-3 inhibition -5%.
`COCCSc1ccccc1C(=O)N1CCCC1` gave Hsp70 displacement 0.6% and MKP-3 inhibition -7%.
Cc1noc(C)c1S(=O)(=O)Nc1ccc(C(=O)NCc2ccccc2)cc1 was read as Hsp70 displacement 3.3% and MKP-3 inhibition -3%.
`O=C(Nc1cccc([N+](=O)[O-])c1)C1C2C3CCC(C3)C12` (centres undefined) gave Hsp70 displacement -5.9% and MKP-3 inhibition 2%.
Screening Cc1ccc(NCCC(=O)c2cccc([N+](=O)[O-])c2)cc1Cl returned Hsp70 displacement 0.4% and MKP-3 inhibition -2%.
`O=C(/C=C/c1ccccc1)Nc1nnc(-c2ccccc2)s1` gave Hsp70 displacement 4.0% and MKP-3 inhibition -6%.
Screening COC(=O)C1C(=O)C2=C(CC1C)NC(C)=C(C(=O)OC1CCCC1)C2c1ccc(N(C)C)cc1 (centres undefined) returned Hsp70 displacement 3.7% and MKP-3 inhibition -2%.
Cc1cccc(OCC(=O)N2CCN(C(=O)CCC3CCCC3)CC2)c1 was read as Hsp70 displacement 0.2% and MKP-3 inhibition -11%.
Screening CC(=O)CC(=O)Nc1cc(C)ccc1C returned Hsp70 displacement 1.3% and MKP-3 inhibition 2%.
`COCCCn1c(SCC(=O)Nc2ccccc2)nnc1-c1ccncc1` gave Hsp70 displacement 5.2%.
Cc1ccc(NC(=O)CCCCCC2NC(=O)NC2C)cc1 (centres undefined) was read as Hsp70 displacement 4.6% and MKP-3 inhibition -2%.
For COc1ccc(C2(C)C(=O)c3ccccc3C2=O)cc1 the results were Hsp70 displacement 4.5% and MKP-3 inhibition 0%.
Screening Cc1ccc(Br)cc1S(=O)(=O)N1CCN(C)CC1 returned Hsp70 displacement 1.2% and MKP-3 inhibition 0%.
For CC1(C)C(c2ccc(Cl)cc2)=[N+]([O-])C2(CCCC/C2=N\O)N1O (centres undefined) the results were Hsp70 displacement 3.8% and MKP-3 inhibition -17%.
O=C(O)/C=C/C(=O)Nc1ccc2c(c1)C(=O)c1ccccc1C2=O was read as Hsp70 displacement 5.6% and MKP-3 inhibition 4%.
CC(=O)Cn1c(CN2CC(C)CC(C)C2)nc2c1c(=O)n(C)c(=O)n2C (centres undefined) was read as Hsp70 displacement -0.5% and MKP-3 inhibition -6%.
For Cc1cc(C(F)F)n2nc(C(=O)NCc3ccccc3F)nc2n1 the results were Hsp70 displacement 3.1% and MKP-3 inhibition -3%.
Screening CC(C)Oc1ccc(NC(=O)CSc2nnnn2-c2ccccc2)cc1 returned Hsp70 displacement -3.0% and MKP-3 inhibition 0%.
`O=C(Cc1ccccc1)Nc1ccc2oc(-c3ccncc3)nc2c1` gave Hsp70 displacement 1.1% and MKP-3 inhibition -3%.
O=C(Nc1ccncc1)c1cc(F)cc(F)c1 was read as Hsp70 displacement 1.9%.
c1ccc(-c2cn3c(n2)CCC3)cc1 was read as Hsp70 displacement 0.8%.
Cc1ccc(C(C(=O)NC2CCCCC2)N2CCCC2)cc1 (centres undefined) was read as Hsp70 displacement -2.8% and MKP-3 inhibition -1%.

High-throughput results as filed in PubChem.
